NF-kB expr up – activators of NF-kB expression in neurons, primary screen, cell-based, HTS | fold change at 12.5 µM | human neuronal cells, NF-kB reporter expression; stronger effect = higher value | AID 1239, 2008 | 190,000 compounds, 1.6% hits; in the data active = fold change above about 3.3
APP 5'UTR act – activators of APP 5'UTR luciferase reporter, primary screen, SH-SY5Y cells. activation, % at 2 µM. 190,000 compounds, 1% hits. SH-SY5Y APP 5'UTR luciferase reporter, luminescence; zero percent = DMSO vehicle wells;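 active = activation above a set limit, based on mean plus 3 SD of controls, cut at about 140% in these data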; also: values of inactives mirror those of a sister screen read the other way
Starred values were filed as active, the others as inactive; . = no result given. The list is partial; count on the stated rates, not on these rows.

SMILES | NF-kB expr up | APP 5'UTR act
COC(=O)c1ccc2c(c1)NC(=O)C1CCCN21 (stereo not drawn) | 0.88 | .
COC(=O)c1ccccc1NC(=O)Cn1cnc2c(cnn2-c2ccc(C)c(C)c2)c1=O | . | -3
COCCCN1CC23C=CC(O2)C(C(=O)OC)C3C1=O (stereo not drawn) | . | -5
Cn1c(=O)c(=O)n(C)c2cc(S(=O)(=O)N3CCC(N4CCCCC4)CC3)ccc21 | . | 5
Cc1cccc2c(=O)c(C(=O)NCc3cccs3)c[nH]c12 | . | 5
CN(C)c1ccc(-c2noc(C3CCN(S(=O)(=O)c4ccc(C(=O)O)cc4)CC3)n2)cc1 | . | -3
COc1ccc(N2CCN(C(=S)NCCc3ccccc3)CC2)cc1 | . | -13
c1ccc(-c2nn3c(C4COc5ccccc5O4)nnc3s2)cc1 (stereo not drawn) | . | 14
CC1CCc2c(sc3nc(C4CC4)nc(N4CCN(C(=O)c5ccco5)CC4)c23)C1 (stereo not drawn) | . | 26
COc1ccc(-c2c3c(nc4sc(C(=O)Nc5ccccc5)c(N)c24)CCC3)cc1 | . | 2
CCN(CC)CCCN1C(=O)C(O)=C(C(=O)c2ccco2)C1c1ccc(C)o1 (stereo not drawn) | . | 11
CCCCN(CCCC)S(=O)(=O)c1ccc(N2CCCC2=O)c([N+](=O)[O-])c1 | . | 26
CC(C)CNS(=O)(=O)c1ccc(S(=O)(=O)NC2CCOC(C)(C)C2)cc1 (stereo not drawn) | . | 6
Cc1ccc(-c2nnc3c4ccccc4c(C)nn23)cc1S(=O)(=O)N1CCN(C)CC1 | . | 3
CCOc1ccc(C(=O)Nc2cc(=O)n(C)c(=O)n2C)cc1 | . | 1
CCOC(=O)c1ccccc1NC(=O)Cn1cnc2c(cnn2-c2ccc(OC)cc2)c1=O | . | -3
Cc1ccccc1C(=O)Oc1cccc(Nc2ncnc3ccccc23)c1 | . | 23
O=S(=O)(NCCOc1ccccc1Cl)c1ccc2oc3ccccc3c2c1 | . | 6
O=C1C(=O)N(CCCn2ccnc2)C(c2cccnc2)/C1=C(/O)c1ccc(Br)cc1 (stereo not drawn) | . | 17
c1ccc(Cn2ncc3c(Nc4ccccc4)ncnc32)cc1 | . | 13
CCOC(=O)c1c(C)oc2cc3c(C(=O)OCC)c(C)oc3cc12 | . | 22
COCCn1c(CN2CCN(c3ccccc3)CC2)nc2c1c(=O)n(C)c(=O)n2C | . | 21
Cc1cccc(NC2=NC3(CCCCC3)N=C(N)N2)c1 | . | 8
Cn1c2c(c(=O)n(C)c1=O)C(c1cccc(Br)c1)C1C(=O)c3ccccc3C1=N2 (stereo not drawn) | . | 17
Cn1c2ccccc2c2cc(/C=C(\NC(=O)c3ccccc3)C(=O)O)ccc21 | . | -2
Cc1nc2sc(C(c3ccco3)N3CCC4(CC3)OCCO4)c(O)n2n1 (stereo not drawn) | . | -6
Cc1cc[n+](-c2nc([O-])n(-c3ccccc3)c2C=O)cc1 | . | 1
COc1ccc(NC(=O)N(Cc2cccnc2)Cc2ccccc2Cl)c(OC)c1 | . | 8
COc1ccc(C2(CCN=Cc3ccc(N(C)C)cc3)CCOC(C)(C)C2)cc1 (stereo not drawn) | . | 4
O=C(OCN1C(=O)c2ccccc2C1=O)c1ccc2c(=O)n3c(nc2c1)CCC3 | . | -3
COc1ccc(-c2cn3c(C)c(C(=O)NCc4ccc5c(c4)OCO5)sc3n2)cc1 | . | -7
Cc1c(C(=O)N2CCN(c3ccccn3)CC2)sc2ncnc(N3CCN(c4ccccc4)CC3)c12 | . | 5
O=C(CC1Oc2ccccc2NC1=O)NCCCN1CCN(C2CCCCC2)CC1 (stereo not drawn) | . | 24
CCc1ccc2nc(SCC(=O)N3CCCCC3)c(C#N)cc2c1 | . | 9
CN(C(=O)c1ccccn1)c1nnc(-c2ccncc2)s1 | . | 20
CCSc1nc2sc3c(c2c2nnc(SCC(=O)NCc4ccco4)n12)CCCC3 | . | 5
CCN1CCn2c3c(c4cc(Br)ccc42)CCCC31 (stereo not drawn) | . | -2
Cn1c(N2CCOCC2)nc2c1c(=O)n(Cc1ccc(Cl)cc1)c(=O)n2C | . | 14
CCSc1nc2c(c(=O)n(C)c(=O)n2C)n1Cc1ccc(Cl)cc1 | . | 9
O=C(CSc1nnc(CN2CCOCC2)n1-c1ccc(Cl)cc1)N1CCc2ccccc21 | . | 13
COc1ccc(-c2nnn(CC(=O)N(Cc3ccc(F)cc3)C(C(=O)NC3CCCC3)c3ccc(F)cc3)n2)cc1 (stereo not drawn) | . | 0
O=S(=O)(NCC1CCCO1)c1ccc(S(=O)(=O)N(Cc2ccccc2F)C2CCCCC2)cc1 (stereo not drawn) | . | -8
CCN(CC)c1ccc2cc(-c3nnc(-c4ccc(Br)cc4)o3)c(=O)oc2c1 | . | -9
Cc1nn(C)c(C)c1NC(=O)CSc1nc(Cc2ccccc2)nc2c1cnn2-c1ccccc1 | . | -2
O=C1C(=O)N(CCCn2ccnc2)C(c2cccnc2)/C1=C(/O)c1ccccc1 (stereo not drawn) | . | -2
Cc1nc(SCC(=O)Nc2ccccc2C(F)(F)F)c2c(=O)n(C)c(=O)n(C)c2n1 | . | 10
CC(C)(C)CC(C)(C)Nc1c(-c2ccc(O)cc2)nc2cnccn12 | . | -10
COc1ccc(OC)c2sc(N3CCN(c4ccccc4)CC3)nc12 | . | 1
O=C(CN1CCOc2ccccc21)N1CCN(c2cccc(Cl)c2)CC1 | . | -13
c1nc(N2CCOCC2)c2[nH]cnc2n1 | . | -2

Next structures.
SMILES | NF-kB expr up | APP 5'UTR act
O=S(=O)(NCC(c1cccnc1)N1CCN(c2ccc(F)cc2)CC1)c1ccccc1 (stereo not drawn) | . | 9
CCOC(=O)c1cnc(Nc2nc3ccccc3o2)nc1CSc1ncccn1 | . | -6
COc1cccc(C2NC(=O)NC(C)=C2C(=O)OCCSC)c1OC (stereo not drawn) | . | 8
CC(C)(O)C#Cc1ccc(C(=O)NCc2ccccc2)s1 | . | 12
COc1cccc(C2/C(=C(\O)c3ccc4c(c3)OCCO4)C(=O)C(=O)N2CCCN(C)C)c1OC (stereo not drawn) | . | 6
O=C(CCn1c(=S)[nH]c2cc3c(cc2c1=O)OCO3)N1CCN(C2CCCCC2)CC1 | . | 8
CC(=O)C1=C(O)C(=O)N(CCN2CCOCC2)C1c1ccc(N(C)C)cc1 (stereo not drawn) | . | -4
CCOC(=O)c1sc(NC(=S)n2cc(C)cn2)c(C(=O)OCC)c1C | . | 8
COC(=O)c1cc(OC)c(OC)cc1NC(=O)c1c(C)noc1C | . | -5
Cc1cc2cc(C)c3nnc(SCC(=O)N4CCN(C(=O)c5ccco5)CC4)n3c2cc1C | . | -11
Cc1onc(-c2ccccc2Cl)c1C(=O)Nc1cc(=O)n(C)c(=O)n1C | . | -2
CCn1c(CCNC(=O)c2cccs2)nnc1SCC(=O)c1ccc(OC)cc1 | . | 4
O=C(N1CCOCC1)N1CCN(C(=O)N2CCOCC2)CC1 | . | 11
Cc1cc(-c2nn3c(C)nnc3s2)ccc1NC(=O)C(C)(C)C | . | 30
O=C(/C=C/c1ccccc1)NC(=O)c1ccccc1O | . | 104
Cc1cccn2c(=O)c3cc(C(=O)NCC4CCCO4)n(C)c3nc12 (stereo not drawn) | . | 10
Cc1ccc(C(C(=O)NC(C)(C)C)N(Cc2cccs2)C(=O)c2csnn2)cc1 (stereo not drawn) | . | -23
O=c1c2ccccc2sn1-c1ccc(S(=O)(=O)N2CCCCC2)cc1 | . | 11
Cc1nc(SCC(=O)Nc2c(C)n(C)n(-c3ccccc3)c2=O)[nH]c(=O)c1C | . | -27
O=C(C1CCC(Cn2c(=S)[nH]c3ccccc3c2=O)CC1)N1CCN(c2ccccc2)CC1 (stereo not drawn) | . | -6
COc1ccc(-c2cn3c(C)c(C(=O)N4CCCc5ccccc54)sc3n2)cc1 | . | 3
COc1ccc(/C=C2\C(=O)N(c3nc(-c4ccc(Br)cc4)cs3)N=C2c2ccccc2)cc1 | . | 22
O=C1c2ccccc2-c2nc3ccccc3n21 | . | 5
COC(=O)c1ccccc1NC(=O)CSc1nc2c(c(=O)n(C)c(=O)n2C)n1C | . | 5
O=C(Oc1nsnc1N1CCOCC1)N1CCCCC1 | . | -14
O=C(Oc1nsnc1N1CCOCC1)N1CCCC1 | . | -10
CCOC(=O)C1C2C=CC3(CN(c4ccccc4CC)C(=O)C13)O2 (stereo not drawn) | . | 81
Cc1ccc(S(=O)(=O)N2CCN(CCO)CC2)cc1-c1nnc2c3ccccc3c(C)nn12 | . | -7
O=C1OC(N2CCN(Cc3ccccc3)CC2)c2ccccc21 (stereo not drawn) | . | -13
Cc1nn(S(=O)(=O)c2ccc([N+](=O)[O-])cc2)c(C)c1Sc1ccccc1 | . | 2
CCn1c(SCC(=O)N2c3ccccc3CC2C)nnc1-c1ccco1 (stereo not drawn) | . | 4
Cc1nc(NC2=NCN(CC3CCCO3)CN2)nc2ccccc12 (stereo not drawn) | . | -4
CCNCCNc1ccc(Cl)cc1[N+](=O)[O-] | . | -4
COc1cc(C2c3c(oc4c(C)cc(C)cc4c3=O)C(=O)N2Cc2cccnc2)ccc1O (stereo not drawn) | . | -7
c1ccc(CN2CCN(c3nc(N4CCOCC4)c4ccccc4n3)CC2)cc1 | . | 8
CC1=NC(=O)C(N=Nc2ccccc2C)N1c1ccccc1 (stereo not drawn) | . | 13
O=C(NCCCNC(=O)NC1CCCCC1)NC1CCCCC1 | . | 6
CN1CCc2nc(SCc3ccc(Cl)cc3)c(C#N)c(-c3cccs3)c2C1 | . | 4
COc1ccc(CNC(=O)CSc2nc3c(c(=O)n(C)c(=O)n3C)n2C)cc1 | . | 4
CCOC(=O)c1cnn(-c2sc(C(=O)OCC)c(C)c2C(=O)OCC)c1N | . | -12
CC(C)(C)SCCNC(=O)c1ccc(Cl)c(S(=O)(=O)N2CCOCC2)c1 | . | -10
Cc1oc2cc3c(C(=O)N4CCN(c5ccccc5)CC4)c(C)oc3cc2c1C(=O)N1CCN(c2ccccc2)CC1 | . | 7
COc1cc(Br)cc2cc(C(=O)OC3CCN(C)CC3)c(=O)oc12 | . | -4
CCN(CC)CC#CC(C)(C)OC(C)=O | . | 4
Cc1nc(N2CCc3ccccc32)[nH]c(=O)c1CCC(C)C | . | 13
CN(C)Cc1cn(CCC(=O)O)c2ccccc12 | . | 1
COC(=O)c1ccccc1NC(=O)c1cc(-c2ccc(OC)c(OC)c2)on1 | . | 9
Cc1nc2ccccc2n1/N=C/c1ccc([N+](=O)[O-])o1 | . | -42
CCOc1ccc(-c2nnc3sc(-c4ccccc4OC)nn23)cc1 | . | -22
COC(=O)c1ccc(CSc2ncnc3c2sc2nc(N4CCOCC4)c4c(c23)CCCC4)o1 | . | 7

4 of these compounds in a different format:
Every second line gives: NF-kB expr up | APP 5'UTR act
CCn1c(SCC(=O)N2c3ccccc3CC2C)nnc1-c1ccco1 (stereo not drawn)
    . | 4
CN1CCc2nc(SCc3ccc(Cl)cc3)c(C#N)c(-c3cccs3)c2C1
    . | 4
Cc1nn(S(=O)(=O)c2ccc([N+](=O)[O-])cc2)c(C)c1Sc1ccccc1
    . | 2
COc1cc(Br)cc2cc(C(=O)OC3CCN(C)CC3)c(=O)oc12
    . | -4

New compounds follow.
SMILES | NF-kB expr up | APP 5'UTR act
C=CCn1cc(C(=O)OC)c(=O)c2cc(S(=O)(=O)N3CCC(C)CC3)ccc21 | . | 8
COC(=O)c1cc(OC)c(OC)c(OC)c1[N+](=O)[O-] | . | -7
Cc1cc(SCC(=O)Nc2c(C)n(C)n(-c3ccccc3)c2=O)n2c(nc3ccccc32)c1C#N | . | -26
CCCCC1CCC(C(=O)Nc2c(C)n(C)n(-c3ccccc3)c2=O)CC1 (stereo not drawn) | . | 9
CN(C)c1ccc(/C=N/N2C(=N)N(c3ccccc3)C(=S)C2=Nc2ccccc2)cc1 | . | 180*
O=C(NCCc1ccc(Cl)cc1)C1CC(=O)N(C2CCCCC2)C1 (stereo not drawn) | . | -11
CCCn1c2c(c(O)c(C(=O)Nc3ccc(C)cn3)c1=O)CCCC2 | . | -10
CCOc1cc(NC(=O)c2cnccn2)c(OCC)cc1NC(=O)c1ccc(C)cc1 | . | -4
Cc1ccc(-c2cc(C(=O)NCC3CCCO3)c3ccccc3n2)o1 (stereo not drawn) | . | 6
CCOC(=O)c1cc2c(=O)n3cccc(C)c3nc2n(CC2CCCO2)c1=NC(C)=O (stereo not drawn) | . | 4
CCc1ccccc1S(=O)(=O)Cc1ccc(C(=O)NC(C)C)o1 | . | 5
CCCCCc1nc2ccccc2c(=O)n1NC(=O)c1c(O)c2cccc3c2n(c1=O)CCC3 | . | -9
Clc1ccc(-n2nnnc2Sc2ncnc3sccc23)cc1 | . | -93
Clc1ccc(-c2ccc(-c3nn4c(-c5ccco5)nnc4s3)o2)cc1 | . | 4
O=C(Cn1nc(-c2ccccc2)ccc1=O)N1CCOCC1 | . | -6
OC(C#CCN1CCCC1)(c1ccccc1)c1cccnc1 (stereo not drawn) | . | -8
CC1CCN(CCn2c(=S)[nH]c3ncccc3c2=O)CC1 | . | 14
CCCc1nc2ccccc2n2cc3c(=O)n(C)c(=O)n(C)c3c12 | . | 10
Cc1ccc(-c2nnc3c4ccccc4c(C)nn23)cc1NC(=O)c1ccco1 | . | -8
Cc1ccc(NC(=O)COc2ccc(C(=O)NCCc3ccccc3)cc2)cc1 | . | -2
COc1ccc(C2=NOC(COc3ccc4c(C)cc(=O)oc4c3)C2)c(OC)c1 (stereo not drawn) | . | -73
COCCCn1c(SCC(=O)N2CCc3ccccc32)nnc1-c1ccoc1C | . | 0
COc1cccc(CN2CCN(C(=O)c3cccc(F)c3)CC2)c1 | . | -1
COc1ccc(-c2ccc(=O)n(CC(=O)N3CCN(c4ccccc4OC)CC3)n2)cc1 | . | 3

Bioassay records as filed in PubChem BioAssay.
